Screening data: PubChem BioAssay, Broad Institute
RAD52 anneal inh: RAD52 DNA annealing inhibitors, primary screen, biochemical, FRET, single point, set 2. inhibition, % at 18.7 µM. AID 651710, 2012. recombinant RAD52 DNA annealing, FRET fluorescence. 360,000 tested, 0.46% active;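 active means every replicate showing at least 50% inhibition; inconclusive means mean inhibition at least 50% but not in every replicate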
DENV2 CPE rescue: inhibitors of DENV2 cytopathic effect, primary screen, cell-based, plate reader, single concentration; DENV2-infected cells, cytopathic effect rescue; CPE inhibition, % at 9.99 µM; 350,000 tested, 1.7% active; in the data active means CPE inhibition above about 20%, passing the limit was not always enough; inconclusive means no clear call, values can overlap the other calls; tested in BHK-21 cells;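 further: 0% = median of neutral control wells and 100% = median of positive control wells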
CFTR F508del cor: F508del CFTR correction, initial screen, CFBE line, single point; 350,000 tested, 0.36% active; CFBE cells, YFP halide quenching; stimulated with forskolin plus potentiator P3; % fluorescence drop versus neutral controls; activity (quench increase), % at 7.58 µM;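 active means mean added fluorescence quench of at least 8% versus neutral control, with both replicates also reaching 8%; inconclusive means only one of the mean or replicate conditions met; inactive means mean below 8% and not both replicates reaching 8%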;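 further: cells transiently co-express mutant CFTR-F508del with the halide-sensitive YFP; corrector assay measuring rescue of mutant channel to the surface after 24 h compound exposure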
XiGFP reactiv: activators of inactive X chromosome reactivation, primary screen, imaging, XiGFP fibroblasts, GFP high-content imaging, set 2 | XiGFP mouse fibroblasts, % GFP-positive cells imaging, 3 d; cells co-treated with 5-aza-dC sensitizer; scaled so ellipticine positive control = 100% | activation, % at 7.58 µM | 360,000 tested, 0.055% active | AID 743238, 2013;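 active means mean normalized replicate activation at least 10% and every replicate at or above 10%; inconclusive means only one of the two criteria met; inactive means mean below 10% and not all replicates reach 10%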;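 further: 0% = median of on-plate neutral control wells and 100% = ellipticine 6 µM median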
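material = 68-5-11 XiGFP fibroblast line | medium = DMEM plus 5-aza-dC sensitizer | schedule = 3 days compound exposure | benchmarks = positive control ellipticine, 6 µM final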
RAD54 branch: inhibitors of human RAD54 branch migration, primary screen, biochemical, fluorescence, single point; DNA repair and recombination protein RAD54-like (Homo sapiens), Q92698; RAD54 Holliday junction branch migration, FAM/BHQ fluorescence; inhibition, % at 10.4 µM; 360,000 tested, 0.14% active; AID 602329, 2012;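 active means mean normalized replicate activity at least 40 and at least half of replicates scoring 40 or more; inconclusive means only one of the two criteria met; inactive means mean below 40 and under half of replicates reaching 40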;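 further: 0% = median of neutral control wells and 100% = median of positive control wells; inhibitors cause a drop in the FAM fluorescence signal; in these data hits start at about 50%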
Target sequence (Q92698 whole entry, looked up): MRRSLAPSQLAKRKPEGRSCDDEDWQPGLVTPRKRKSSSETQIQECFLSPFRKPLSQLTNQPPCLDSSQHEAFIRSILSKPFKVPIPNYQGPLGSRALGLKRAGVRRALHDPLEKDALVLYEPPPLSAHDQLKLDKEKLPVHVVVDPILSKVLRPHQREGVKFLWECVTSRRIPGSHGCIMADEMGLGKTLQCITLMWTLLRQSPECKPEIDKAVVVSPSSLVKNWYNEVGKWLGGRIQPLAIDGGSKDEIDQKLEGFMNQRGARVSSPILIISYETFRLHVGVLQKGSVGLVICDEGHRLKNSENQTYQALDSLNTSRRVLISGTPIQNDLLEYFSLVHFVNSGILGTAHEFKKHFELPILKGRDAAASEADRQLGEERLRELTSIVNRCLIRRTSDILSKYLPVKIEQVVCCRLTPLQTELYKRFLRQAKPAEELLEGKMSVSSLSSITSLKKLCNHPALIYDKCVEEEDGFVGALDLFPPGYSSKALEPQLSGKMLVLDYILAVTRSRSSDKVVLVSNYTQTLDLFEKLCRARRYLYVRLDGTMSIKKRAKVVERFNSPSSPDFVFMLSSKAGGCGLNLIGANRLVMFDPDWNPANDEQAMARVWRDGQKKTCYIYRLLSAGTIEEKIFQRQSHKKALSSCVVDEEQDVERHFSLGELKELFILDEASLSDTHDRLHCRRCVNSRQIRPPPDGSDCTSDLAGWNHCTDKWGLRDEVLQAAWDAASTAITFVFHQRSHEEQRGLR
E-selectin induc: E-selectin induction in HUVECs, primary screen, imaging, HUVEC, immunofluorescence imaging, single point; P16581; normalized: neutral wells 0, TNF-alpha wells 100; activation, % at 7.58 µM; 260,000 tested, 0.37% active;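 active means mean E-selectin-positive cell signal at least 10% of the positive control, reached in at least 60% of replicates, without over 20% cell loss; inconclusive means no rule given, readout overlaps actives, possibly toxicity-flagged; inactive means the rest, including those meeting only one limit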;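 further: in these data hits start at about 27%; measured in HUVEC primary endothelial cells; signal is the percent of cells scored E-selectin positive by PE staining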
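Assay system: HUVEC, human umbilical vein endothelial cells / Amount: 3,000 HUVEC/well / Controls: TNF-alpha positive control, DMSO neutral control / Compound dosing: single concentration / Medium: EGM-2 over gelatin coat / Evaluation: percent E-selectin-positive cells / Signal: immunofluorescence imaging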
Casp6 inh: human caspase-6 inhibitors, primary screen, biochemical, VEID-R110 fluorescence, single point, set 2; purified caspase-6, Z-VEID-R110 cleavage fluorescence; inhibition, % at 12.5 µM; 350,000 tested, 0.53% active; AID 686996, 2013;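 active means mean inhibition across replicates at least about 35%, with every replicate also reaching that limit, limit read from the data; inconclusive means only one of the two criteria met; inactive means neither criterion met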;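 further: 0% = median of neutral control wells and 100% = no fluorescence left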
Target sequence (P55212 24-179 limits assumed): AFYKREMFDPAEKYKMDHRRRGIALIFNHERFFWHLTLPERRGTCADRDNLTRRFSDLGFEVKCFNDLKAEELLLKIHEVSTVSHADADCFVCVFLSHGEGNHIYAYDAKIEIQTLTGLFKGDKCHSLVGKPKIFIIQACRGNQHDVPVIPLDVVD
Target sequence (P55212 194-293 limits assumed): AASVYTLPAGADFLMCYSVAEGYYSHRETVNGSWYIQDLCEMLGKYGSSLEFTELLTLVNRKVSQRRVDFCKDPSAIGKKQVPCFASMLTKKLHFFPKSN
INS-1E GSIS act: GLuc luminescence reporter in INS-1E cells, primary screen for activators of glucose-dependent secretion of insulin | INS-1E GLuc reporter insulin secretion, 2-3 h | activation, % at 16.6 µM | 370,000 tested, 0.61% active | AID 743287, 2014;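 active means lowest replicate activation of at least 40%, so every replicate reaches that level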;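 further: 0% = median of neutral control wells and 100% = median of IBMX positive control wells; some compounds called inactive have numbers as strong as hits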
Starred values were filed as active, the others as inactive; u = inconclusive; x = not tested or not shown; & = joins results of further samples.

entry	Molecule	RAD52 anneal inh	DENV2 CPE rescue	CFTR F508del cor	XiGFP reactiv	RAD54 branch	E-selectin induc	Casp6 inh	INS-1E GSIS act
1	CC(NS(=O)(=O)c1ccc(Cl)c(Cl)c1)C(=O)Nc1cccnc1 (stereo not drawn)	-7.2	-3.7	2.7	-0.1	1.9	x	1.4	14.5
2	Cc1ccc2c(c1)C(=O)CCCCC(=O)N2	-10.6	-1.1	1.2	0.1	x	-0.2	-2.8	-0.3
3	Cc1cc2c(OCC(O)CN3CCCC3)cccc2[nH]1 (stereo not drawn)	14.5	x	3.4	0.0	7.0	x	-21.8	9.1
4	Cc1noc(C)c1S(=O)(=O)N(C)C[C@H]1Oc2ccc(NC(=O)CCN3CCOCC3)cc2CC(=O)N([C@@H](C)CO)C[C@H]1C	-7.1	-2.8	-2.1	0.0	x	-8.2	-1.0	-0.3
5	C[C@H](CCC(=O)O)[C@H]1CC[C@H]2[C@@H]3CC[C@@H]4C[C@H](O)CC[C@]4(C)[C@H]3CC[C@]12C	-5.6	-19.0	-2.4	x	8.4	x	-0.5	-5.0
6	ON=C1c2ccccc2-c2ccc(F)cc21	0.9	-6.0	6.5	0.0	6.8	0.4	1.9	x
7	Cc1cccc(C2c3[nH]c4ccccc4c3CCN2C(=O)c2cc(C(C)C)nc(N)n2)n1 (stereo not drawn)	1.1	x	0.4	0.3	x	0.3	-2.9	-8.9
8	CC(C)C#Cc1ccc([C@H]2[C@H]3CN(S(=O)(=O)c4ccccc4)CC(=O)N3[C@H]2CO)cc1	-1.4	-9.2	-0.5	0.1	x	0.5	1.6	-17.6
9	CC(C)(C)C(=O)CSc1nccc(=O)[nH]1	-14.6	u	-4.0	x	-0.7	x	-2.0	2.7
10	COc1ccc(NC(=O)N2CCCCN3[C@H](C2)[C@H](c2ccc(C4=CCCC4)cc2)[C@@H]3CO)cc1	40.0	-4.3	3.8	x	-2.8	x	-2.1	x
11	Cn1cnc(S(=O)(=O)Nc2cc(-c3ccc(Cl)cc3)nn2C)c1	-1.2	-2.6	0.9	0.2	-4.1	7.8	-2.9	10.6
12	NNc1nnc2c3cc(F)ccc3n(Cc3ccccc3)c2n1	0.2	-13.0	2.2	0.1	x	x	2.1	0.9
13	CCOc1ccc(S(=O)(=O)Nc2ccc(C(=O)N/N=C/c3c(C)nn(-c4ccccc4)c3N3CCCC3)cc2)cc1	-13.4	-7.9	x	0.1	x	-0.1	62.2*	27.6
14	O=C(Nc1ccc2c(c1)OCO2)N[C@@H]1CC[C@@H](CC(=O)N2CCN(c3ccccc3)CC2)O[C@H]1CO	-5.2	-2.9	-0.7	0.1	1.1	0.2	-0.2	12.8
15	Cc1noc(C)c1NC(=O)Nc1ccc2c(c1)CC(=O)N([C@H](C)CO)C[C@H](C)[C@H](CN(C)S(=O)(=O)c1ccccc1)O2	7.9	-4.3	-1.2	0.0	4.5	47.5*	-1.0	-7.0
16	COC(=O)c1ccc(NC(=O)C(=O)N2CCN(C(=S)Nc3ccc(C)cc3)CC2)cc1	-8.8	-1.3	x	0.0	x	-2.2	4.0	x
17	COc1ccc(S(=O)(=O)Nc2cccc3c2O[C@H](CN(C)C(=O)NC(C)C)[C@@H](C)CN([C@H](C)CO)C3=O)cc1	-9.8&6.1	u	0.8&3.3	0.4&-0.2	6.3&0.1	-0.1	-4.1&3.1	-8.8&-1.3
18	CO[C@@H]1CN(C)C(=O)c2ccc(NC(=O)Nc3cccc(F)c3)cc2OC[C@H](C)N(C)C[C@@H]1C	-23.6	5.5	x	-0.3	6.8	0.7	2.3	-3.4
19	CCc1nc2ccc(C(=O)NCCCN3CCCC3=O)cn2c1N(C)C(=O)Nc1ccccc1OC	1.6	-8.8	1.6	0.0	7.7	0.0	-9.8	1.8
20	O=C(NCCC(=O)N1CCN(S(=O)(=O)c2ccccc2)CC1)c1ccc(Br)cc1	-13.2	-3.5	-4.4	0.2	-4.6	-1.0	5.1	-11.3
21	Cc1nn(S(=O)(=O)c2ccccc2)c(C)c1S(=O)(=O)N1CCOCC1	-12.3	-2.7	1.3	0.2	-10.3	x	-0.7	2.4
22	CC(C)Cc1nnc(NS(=O)(=O)c2ccc([N+](=O)[O-])cc2)s1	-2.0	6.6	1.6	0.0	-4.0	x	0.4	-0.6
23	O=C(Nc1ccccc1Cl)c1cc(C2CCCN(C(=O)C3CCCCC3)C2)on1 (stereo not drawn)	-6.7	-12.0	3.9	0.0	-9.0	-0.1	0.9	-1.3
24	Cc1ccc(NC(=O)N2c3ccccc3SC2c2ccco2)c(C)c1 (stereo not drawn)	-86.2	0.7	2.1	0.0	x	-0.1	-2.7	0.4
25	COc1ccc(CCN(C)Cc2c(O)ccc3cc(Br)ccc23)cc1OC	-12.7	u	0.9	0.0	-1.3	-0.1	-2.0	7.0
26	COc1ccc2c3c(n(C)c2c1)[C@H](CO)NCC31CN(C(=O)CC2CC2)C1	-3.4	1.4	3.3	0.0	x	4.1	0.9	-4.2
27	Cn1c(SCC(=O)c2ccccc2)ncc(C(=O)Nc2ccccc2)c1=O	-2.1	1.7	-2.3	0.0	3.9	2.6	-9.5	-5.3
28	CCCCNC(=O)C1c2ccccc2OCC(=O)N1Cc1cccnc1 (stereo not drawn)	-19.1	14.3	-2.6	0.3	x	x	-1.7	17.1
29	O=C(COC(=O)c1cccc(Cl)c1)Nc1cc(Cl)ccc1Oc1ccccc1	-15.9	-5.4	x	0.1	x	-0.4	2.0	30.5
30	CCC(CC)NC(=O)CN1CCN(S(=O)(=O)c2cccs2)CC1	1.0	3.0	-3.9	0.6	-2.5	-0.1	0.1	46.7*
31	CC(C)CN(C1CCS(=O)(=O)C1)S(=O)(=O)c1ccc2ccccc2c1 (stereo not drawn)	-9.9	-2.9	5.3	0.1	-0.8	x	-0.4	26.2
32	CCCCN1C[C@H](Cc2ccccc2)[C@@H](CC(=O)NCc2ccc(OC)cc2)C1=O	-3.0	48.0*	-0.8	0.1	-0.7	x	1.1	-33.1
33	CC(C)OC(=O)CCC1(C(=O)O)CCC(=O)NC1 (stereo not drawn)	0.2	0.1	-1.3	x	9.2	x	x	-3.7
34	CCOc1cc(C=C(C#N)C#N)ccc1Oc1ccc([N+](=O)[O-])cn1	-94.7	-0.7	-1.0	0.2	x	x	-3.2	-3.3
35	COc1ccc2c3c([nH]c2c1)[C@@H](CO)N(C(=O)Nc1ccc(F)cc1)CC31CCN(CC2CC2)CC1	11.2	55.8*	-0.1	0.1	x	-0.4	3.0	-3.4
36	CO[C@H]1CN(C)C(=O)c2cc(NC(=O)C3CC3)ccc2OC[C@H](C)N(Cc2nccs2)C[C@H]1C	6.2	-4.7	0.7	0.4	0.5	-0.2	0.6	-0.6
37	CC(=O)N(C)C[C@@H]1Oc2ncc(C#CCC3CCCC3)cc2C(=O)N([C@H](C)CO)C[C@H]1C	15.2	1.2	-3.5	-0.6	-21.0	0.1	-1.2	-5.3
38	C[C@H](CO)N1C[C@H](C)[C@@H](CN(C)C(=O)Nc2ccc(F)cc2)OCc2cn(nn2)CCCC1=O	2.0&-6.3&-14.0	2.4&-3.8&-1.5	-1.7&1.7&2.6	0.3&0.0	3.8&-5.0	0.4&-1.5	-1.1&1.4&-1.9	8.8&10.3
39	Cc1noc(C)c1NC(=O)Nc1ccc2c(c1)C(=O)N(C)[C@H]1CC[C@H](CC(=O)N(C)C)O[C@H]1CO2	-3.4	4.8	2.1	-0.1	8.3	0.3	-0.7	0.9
40	COc1ccc(-c2ccc(CCC(=O)O)n2-c2cc(OC)ccc2OC)cc1	-11.5	-1.0	-2.3	0.6	-8.3	-0.1	14.9	1.6
41	Cc1ccc(C)c(NC(=O)CSc2ccc(S(=O)(=O)N3CCCC3)cn2)c1	-18.3	4.2	-1.2	0.0	9.9	0.1	3.4	x
42	O=[N+]([O-])c1cccc(NN=Nc2ccccc2)c1	-17.0	-4.5	-2.8	0.0	8.4	x	-2.1	-5.2
43	COc1ccc(C2=NS(=O)(=O)N(C)C(C(=O)NCc3ccc4c(c3)OCO4)=C2)cc1	-11.3	-1.2	2.0	0.0	-7.3	x	0.9	-10.2
44	COc1cc(OC)cc(C(=O)NCCNC(=O)c2ccccn2)c1	-6.4	-1.9	1.5	0.0	-2.5	0.2	-0.8	11.3
45	Cc1ccccc1N1CCN(S(=O)(=O)c2nnc(NC(=O)c3ccco3)s2)CC1	-19.2	1.2	-3.8	0.0	1.9	x	10.8	-9.4
46	O=C(Nc1cc(S(=O)(=O)N2CCOCC2)ccc1N1CCCC1)c1ccc(Cl)cc1	-3.3	-8.5	1.8	0.0	-0.9	x	2.2	-18.4
47	Cc1ccc(-c2ccc([C@H]3[C@@H](CO)N4CCCCN(C(=O)c5ccncc5)C[C@H]34)cc2)cc1	0.7	2.6	-0.4	0.1	-5.1	0.0	1.7	-8.7
48	CCc1ccc(OCC(=O)Nc2nnc(C3CCCC3)s2)cc1	-5.6	-3.9	-0.2	-0.1	2.9	x	3.1	7.8
49	Cc1ccc(S(=O)(=O)N2CCC(C(=O)NNC(=O)c3ccccc3)CC2)cc1	4.8	3.7	0.5	0.2	x	1.3	1.7	5.0
50	CC1(C(=O)Nc2cccc3ccccc23)CCN1C(=O)Cc1ccc(Cl)cc1Cl (stereo not drawn)	-14.2	-12.6	1.0	-0.1	7.6	-0.2	-3.5	-4.5
51	O=C(NCCN1CCCCC1)c1ccc(/C=N/O)nc1	-10.1	-5.5	-1.8	0.0	-1.4	x	-17.8	10.5
52	O=C(Nc1cc2c3c(c1)CC(=O)N3CCC2)c1ccc(F)cc1	1.7	-3.8	0.4	0.2	-10.3	x	4.4	10.3
53	Cc1noc(C)c1S(=O)(=O)N(C)C[C@@H]1Oc2ccc(NC(=O)CCC(F)(F)F)cc2CC(=O)N([C@H](C)CO)C[C@@H]1C	-6.1	-2.7	0.9	-0.7	2.6	4.0	1.1	-9.7
54	Cn1c(CNC(=O)c2ccco2)nnc1SCC(=O)Nc1ccc(Cl)cc1	-6.2	5.6	2.1	0.0	5.8	2.9	4.0	-13.6
55	Fc1ccc(-n2nnc(-c3ccccc3Cl)n2)cc1	-0.8	-4.3	-1.4	0.0	5.2	-0.2	-0.7	5.4
56	CC(C)NC(=O)N(C)C[C@@H]1Oc2ccc(NC(=O)Cc3ccccc3)cc2CC(=O)N([C@H](C)CO)C[C@H]1C	7.4	2.9	-1.1	0.3	1.7	-0.1	-0.7	12.7
57	COc1ccc(-c2csc(-n3cccn3)n2)cc1	-11.0	6.6	0.5	0.2	x	0.3	2.5	7.8
